From PubChem BioAssay
V-ATPase pH: alters yeast V-ATPase proton transport; S. cerevisiae, pHLuorin cytosolic pH fluorescence; response, % at 10 µM; 350,000 tested, 0.37% active; in the data active = response mostly above about 7.3%, no sharp cut-off; inactive = mostly below about 5.4%; note: actives read high; inactives centre near 0; some compounds called inactive have numbers as strong as hits; reference of the scale not given here
HTR5A inv ctr: counter-screen for OPRM1-OPRD1 inverse agonists: human HTR5A inverse agonism | inhibition, % at 9.3 µM | 340,000 tested, 0.083% active | HTR5A cell line, luminescence | AID 504634 | P47898; in the data active = inhibition mostly above about 23%, no sharp cut-off; inactive = mostly below about 18%;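 note: 0% = cells with DMSO and 100% = no-cell wells with DMSO; some compounds called inactive have numbers as strong as hits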
DAGLB inhibitor: blocks human DAGLB lipase activity | Q8NCG7 | HEK293T DAGLB membrane lysate, EnzChek fluorogenic substrate | inhibition, % at 5.17 µM | 340,000 tested, 0.059% active; in the data active = inhibition above about 34%;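 note: 0% = enzyme with vehicle and 100% = wells lacking enzyme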
HTR5A ag: HTR5A agonism, opioid heterodimer counter-screen; P47898; activation, % at 9.3 µM; HTR5A agonist assay, luminescence, cell-based; 340,000 tested, 0.61% active; in the data active = activation mostly above about 9.5%, no sharp cut-off; inactive = mostly below about 7.6%;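 note: 0% = cells with vehicle only and 100% = reference agonist; strong numbers were not always called active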
MOR-DOR inv ag: mu-delta opioid heterodimer inverse agonism. P35372+P41143. cell-based MOR-DOR heterodimer luminescence. inhibition, % at 9.3 µM. 340,000 tested, 0.21% active. AID 504357; in the data active = inhibition above about 22%, passing the limit was not always enough;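 note: 0% = cells with DMSO and 100% = wells without cells with DMSO; values of inactives mirror those of a sister screen read the other way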
Target sequence (P35372 whole entry, looked up): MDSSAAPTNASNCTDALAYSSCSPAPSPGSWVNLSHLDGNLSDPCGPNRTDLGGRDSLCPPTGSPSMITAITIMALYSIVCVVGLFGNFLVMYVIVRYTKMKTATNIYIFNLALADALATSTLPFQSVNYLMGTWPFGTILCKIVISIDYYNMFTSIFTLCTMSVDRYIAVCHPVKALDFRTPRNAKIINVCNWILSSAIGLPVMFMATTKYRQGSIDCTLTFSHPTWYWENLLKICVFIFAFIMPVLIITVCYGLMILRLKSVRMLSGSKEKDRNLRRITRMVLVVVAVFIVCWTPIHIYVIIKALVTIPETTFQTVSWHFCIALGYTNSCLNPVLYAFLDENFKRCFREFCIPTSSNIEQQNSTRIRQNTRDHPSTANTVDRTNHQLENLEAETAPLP
Target sequence (P41143 whole entry, looked up): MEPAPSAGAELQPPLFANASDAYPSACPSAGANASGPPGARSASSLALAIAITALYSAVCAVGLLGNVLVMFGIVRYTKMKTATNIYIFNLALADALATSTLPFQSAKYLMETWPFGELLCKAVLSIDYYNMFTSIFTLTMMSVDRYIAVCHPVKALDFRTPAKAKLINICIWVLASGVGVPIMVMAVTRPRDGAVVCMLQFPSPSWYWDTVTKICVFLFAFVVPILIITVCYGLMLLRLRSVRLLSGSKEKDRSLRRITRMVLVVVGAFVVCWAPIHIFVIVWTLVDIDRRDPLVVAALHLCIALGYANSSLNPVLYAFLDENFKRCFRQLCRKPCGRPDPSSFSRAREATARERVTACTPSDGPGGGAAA
OPRM1-OPRD1 ag: agonists of human mu-delta opioid receptor heterodimerization. 340,000 tested, 0.3% active. P35372+P41143. cells, OPRM1-OPRD1 heterodimerization, luminescence. activation, % at 9.3 µM; in the data active = activation above about 18%;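 note: 0% = vehicle-treated cells and 100% = reference agonist; values of inactives mirror those of a sister screen read the other way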
Arr AP2 block: human beta-arrestin and AP2 interaction inhibition. FITC-arrestin peptide / GST-AP2 beads, flow cytometry; AP2 beta2 appendage carries R879A mutation. inhibition, % at 10 µM. 340,000 tested, 0.31% active. AID 504490;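 active = inhibition above a set limit, near 3 SD of compounds lacking own fluorescence, cut at about 54% in these data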;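 note: plate controls were DMSO wells for no effect and 5 µM unlabelled arrestin peptide for full effect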
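System: GST-AP2 R879A glutathione beads; medium: PBS, Tween 20 0.05%, BSA 0.1%; reagent: fluorescein-tagged arrestin peptide at 50 nM final; schedule: pre-incubation 12 min, peptide binding 1 h, room temperature; detection: flow cytometry, FL1 (488/535 nm); read-out: inhibition as reduced fluorescein signal on beads, percent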
PKA-R2B act: PKA-R2B complex activation | P22694+P31323 | PKA-R2B holoenzyme dissociation, Cy5-IP20 fluorescence polarization; R2B truncated from residue 108, S112A mutant; 0% DMSO only, 100% 113 µM cGMP | activation, % at 11.4 µM | 340,000 tested, 0.079% active;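 active = activation above a cutoff set at the mean over all compounds plus 3 SD, cut at about 18% in these data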;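 note: higher means more holoenzyme dissociation and a rise in polarization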
Pemphigus Ab inh: inhibitors of pemphigus antibody binding to human desmoglein-3 | P32926 | DSG3-coupled beads, scFv-anti-DSG3-GFP binding, flow cytometry; active compounds read low | binding (percent of control), % at 10 µM | 310,000 tested, 0.48% active;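 active = binding more than 3 SD below its plate's average and above zero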;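 note: hits lower antibody fragment binding to DSG3; some compounds called inactive have numbers as strong as hits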
PKA-R1A activ: PKA-R1A complex activation. P00514+P68181. PKA-R1A dissociation, Cy5-IP20 fluorescence polarization; scaled: DMSO 0%, 113 µM cGMP 100%. activation, % at 11.4 µM. 340,000 tested, 0.083% active. AID 504707;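 active = percent activation above the mean of all tested compounds plus 3 SD, cut at about 19% in these data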;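 note: higher means more PKAc released from R1A so a rise in polarization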
The depositor's hits bear a star; . = not tested or not shown.

structure	V-ATPase pH	HTR5A inv ctr	DAGLB inhibitor	HTR5A ag	MOR-DOR inv ag	OPRM1-OPRD1 ag	Arr AP2 block	PKA-R2B act	Pemphigus Ab inh	PKA-R1A activ
C[C@@H](NC(=O)c1nc[nH]c1C(=O)N[C@@H](Cc1ccccc1)C(=O)OC(C)(C)C)c1ccccc1	0	-6	-7	3	-21	3.7	.	-2	105	5
CN(C)CCn1c2c(c(SCC(=O)Nc3ccc4c(c3)OCCO4)nc1=O)CCC2	-3	11	-3	-4	6	-1.2	10	-4	106	-6
COc1ccc(S(=O)(=O)N2CCCCCC2)cc1C(=O)N(C)CC(=O)Nc1ccccc1Br	2	4	-6	-1	-1	0.1	17	0	94	1
CCc1cc2c(cc3c(=O)n(CC(=O)NCCCN4CCCCCC4)nc(CC)n32)s1	2	0	0	-3	-1	0.1	-1	3	107	-1
CCC(=O)c1ccccc1OCCCN1CCC(Cc2ccccc2)CC1	-3	3	0	-4	1	-0.1	4	-1	96	-1
COCCNc1cc(C)nc2c(-c3ccccc3OC)c(C)nn12	-2	1	0	0	14	-2.6	14	-15	102	-6
CCN(CC)c1ccc(/C=C2\C(=N)N3N=C(CC(=O)N4CCOCC4)SC3=NC2=O)cc1	4	7	-3	-2	12	-2.3	13	-4	.	-10
O=C(Nc1ccc(NC(=O)C2CCCCC2)nc1)c1ccco1	-2	-8	0	2	-11	2.1	7	-3	103	6
CC(C)Oc1nc(-c2ccc(Cl)cc2)nc2ccccc12	1	-13	-4	5	6	-1.2	-14	0	.	1
O=C(O)C1CCN(c2nc(-c3ccccc3)c3cc(Br)ccc3n2)CC1	0	-8	3	2	23	-4.2	-5	0	96	0
CCOC(=O)C1=C(c2ccccc2)NC(=O)NC1c1ccsc1 (stereo not drawn)	-2	21	-3	3	16	-3.1	-2	3	112	-9
O=C(CCS(=O)(=O)c1ccccc1)NNC(=O)CSc1ccccc1F	1	-16	1	6	7	-1.8	0	-3	.	-2
Cc1cnc(NC(=O)C2CC(=O)N(c3cccc(Cl)c3)C2)s1 (stereo not drawn)	-5	-11	-3	-1	11	-1.5	-12	3	103	-5
O=C(NNC(=O)C1CCN(S(=O)(=O)c2ccc(Cl)cc2)CC1)c1ccccc1O	-1	7	1	-3	12	-2.2	4	1	109	3
CCO[C@@H]1OC(C(=O)NCc2nc3ccccc3[nH]2)=C[C@H](c2coc3ccccc3c2=O)[C@H]1CCCO	-3	-18	-3	7	10	-1.7	32	-11	96	-9
CCOc1cc(/C=N\Nc2ccc([N+](=O)[O-])cc2)ccc1OCC(=O)Nc1ccc(C)c(C)c1	-3	-8	-1	3	-4	0.7	2	4	116	-4
c1ccc(Cc2nnc3sc(-c4ccc5c(c4)OCO5)nn23)cc1	-1	9	-2	-2	-2	0.4	-2	-2	103	-4
Cc1cccc(OCCn2c(-c3ccco3)nc3ccccc32)c1	11	-7	-2	2	-5	0.9	13	-9	.	5
CCNC(=O)CN1C(=O)NC(Cc2ccccc2)(Cc2ccccc2)C1=O	0	2	1	-1	15	-3.1	11	3	117	-10
CCNC(=O)CN1c2cccc3cccc(c23)S1(=O)=O	1	-27	-7	-5	4	-0.8	-2	-11	.	2
COc1cc2nc(CN(C)Cc3ccc(Cl)cc3)[nH]c(=O)c2cc1OC	0	-1	0	1	13	-2.5	-7	-1	100	-6
Cc1nnc(NC(=O)CSc2ncc(-c3ccccc3)[nH]2)s1	-2	-11	1	4	6	-1.2	-14	-4	102	-6
COc1ccccc1CCC(=O)OCC(=O)Nc1ccc(C)c(S(=O)(=O)N2CCCCC2)c1	2	9	-2	-4	-11	1.6	0	-4	100	0
O=C(CCNC(=O)C1CCN(S(=O)(=O)c2ccccc2)CC1)NCc1cccc(Cl)c1	7	7	2	-2	3	-0.7	26	3	100	-10
CCOC(=O)c1ccc[n+]([O-])c1	0	-10	0	3	15	-3.0	8	5	118	6

Further entries:
structure	V-ATPase pH	HTR5A inv ctr	DAGLB inhibitor	HTR5A ag	MOR-DOR inv ag	OPRM1-OPRD1 ag	Arr AP2 block	PKA-R2B act	Pemphigus Ab inh	PKA-R1A activ
Nc1ccc(C(=O)N2CCN(S(=O)(=O)c3ccc4c(c3)OCCCO4)CC2)cc1[N+](=O)[O-]	1	7	-2	-3	5	-1.2	30	9	88	4
Cc1cc2occ(CC(=O)N(C)CC(=O)Nc3ccccc3C(F)(F)F)c2cc1C	0	8	-2	-3	2	-0.4	7	-5	.	5
CCOC(=O)C(C)Oc1ccc(NC(=O)C(Cl)(Cl)Cl)cc1 (stereo not drawn)	1	0	-2	2	14	-2.8	3	7	107	-15
Cc1ccc(OCCn2c(C)nc3ccccc32)cc1	11	-52	0	2	-6	1.3	11	2	108	-7
C/C(=N\NC(=O)CN1CCN(S(=O)(=O)c2ccc(C)cc2)CC1)c1ccncc1	-3	4	-2	-2	15	-2.8	-7	-4	108	7
Cc1nc2sc(C#N)c(N)c2c2c1CCCC2	-4	-12	1	4	-5	0.8	-41	-6	96	-3
COc1cc(C2c3c(n[nH]c3C)C(=O)N2c2ccc(Br)cc2)ccc1O (stereo not drawn)	1	-7	5	0	6	-1.3	35	1	99	4
O=C(NCCc1ccccc1)c1c(F)c(F)c(F)c(F)c1F	1	1	-1	0	-5	0.9	7	-4	102	-3
Cc1cc(C)c(C)c(OCC(=O)O/N=C(\N)c2cccnc2)c1	-3	-7	-9	3	-5	0.9	20	4	.	-6
CC(C)C1Oc2ccccc2C(=O)N(CC(=O)c2ccc3c(c2)OCCO3)C1=O (stereo not drawn)	-4	-4	-1	1	5	-1.0	0	2	129	-10
CCOC(=O)C1CCN(C(=O)c2cc(S(=O)(=O)N3CCCCCC3)ccc2OC)CC1	8	-10	-1	6	14	-2.6	10	-1	93	-7
O=C(NCC(c1cccs1)N1CCOCC1)c1ccccc1NS(=O)(=O)c1ccc(Cl)c([N+](=O)[O-])c1 (stereo not drawn)	2	10	9	3	-21	3.1	3	-6	112	2
COc1ccc(CCNC(=O)Oc2ccccc2)cc1OC	-3	-12	0	3	4	-0.7	9	-4	99	-1
O=C(CSc1nn(-c2ccc(F)cc2)c(=S)s1)NCC1CCCO1 (stereo not drawn)	0	-5	1	-3	9	-1.9	-8	-6	102	-18
COc1ccc(/C=C(/NC(=O)c2ccccc2)C(=O)Nc2cccc(C(=O)O)c2)cc1	2	-15	3	6	5	-1.1	-6	3	106	-8
Cc1ccc(S(=O)(=O)n2cnc3ccccc32)cc1	-1	-1	-4	-1	16	-3.2	30	-8	100	-2
CC(Sc1nnc(-c2ccco2)o1)C(=O)NCCC1=CCCCC1 (stereo not drawn)	2	-10	-2	1	-2	0.3	1	-5	124	1
CCN(CC)c1ccc(C(=O)Nc2ccccc2)cc1[N+](=O)[O-]	-1	-9	8	3	-1	0.1	30	2	74	-2
C=CCN(CC=C)C(=S)NC(=O)/C=C/c1ccc(C)cc1	-4	13	0	-2	11	-2.5	11	-6	103	-4
COc1cccc(/C=C2\NC(=O)NC2=O)c1O	0	9	0	-2	20	-3.4	-10	1	88	-5
C=CCn1c(SCC(=O)N2c3ccccc3Sc3ccccc32)nnc1-c1ccco1	-3	-11	-1	0	6	-1.3	16	-2	.	1
N#Cc1ccccc1OCC(=O)Nc1c(C(=O)C2CC2)oc2ccccc12	0	-41	-3	14*	-14	2.4	-3	-4	102	3
CCc1ccccc1OCCOc1ccc(C)cc1OC	-3	-17	-15	5	-34	8.0	8	-7	117	-7
O=C(C/C(=N/O)c1ccccc1O)C(F)F	26*	-2	0	1	1	-0.1	18	3	99	-13
CCOc1ccc(C(=O)Nc2ncccc2Cl)cc1	2	-6	1	2	14	-2.3	-11	-11	82	-3
COc1ccc(NC(=O)CC2C(=O)NCCN2C(=O)c2ccc(Cl)cc2)cc1 (stereo not drawn)	-2	25	-3	4	7	-1.5	37	0	110	-9
COC(=O)/C=C1\SC(N)=NC1=O	-3	-5	0	-4	14	-2.8	3	4	116	4
CC(C)CCN1CCN(Cc2cc3ccccc3[nH]2)CC1CCO (stereo not drawn)	-3	26	-1	1	6	-1.1	-2	-1	116	11

Given with two lines to a compound: part of the list above.
Values run as follows: V-ATPase pH | HTR5A inv ctr | DAGLB inhibitor | HTR5A ag | MOR-DOR inv ag | OPRM1-OPRD1 ag | Arr AP2 block | PKA-R2B act | Pemphigus Ab inh | PKA-R1A activ
O=C(CSc1nn(-c2ccc(F)cc2)c(=S)s1)NCC1CCCO1 (stereo not drawn)
→ 0 | -5 | 1 | -3 | 9 | -1.9 | -8 | -6 | 102 | -18
Nc1ccc(C(=O)N2CCN(S(=O)(=O)c3ccc4c(c3)OCCCO4)CC2)cc1[N+](=O)[O-]
→ 1 | 7 | -2 | -3 | 5 | -1.2 | 30 | 9 | 88 | 4

Another view of part of the listing above:
Results follow in this order: V-ATPase pH, HTR5A inv ctr, DAGLB inhibitor, HTR5A ag, MOR-DOR inv ag, OPRM1-OPRD1 ag, Arr AP2 block, PKA-R2B act, Pemphigus Ab inh, PKA-R1A activ
> O=C(NCC(c1cccs1)N1CCOCC1)c1ccccc1NS(=O)(=O)c1ccc(Cl)c([N+](=O)[O-])c1 (stereo not drawn)
 : 2, 10, 9, 3, -21, 3.1, 3, -6, 112, 2
> COc1ccc(CCNC(=O)Oc2ccccc2)cc1OC
 : -3, -12, 0, 3, 4, -0.7, 9, -4, 99, -1
> O=C(CSc1nn(-c2ccc(F)cc2)c(=S)s1)NCC1CCCO1 (stereo not drawn)
 : 0, -5, 1, -3, 9, -1.9, -8, -6, 102, -18
> COc1ccc(/C=C(/NC(=O)c2ccccc2)C(=O)Nc2cccc(C(=O)O)c2)cc1
 : 2, -15, 3, 6, 5, -1.1, -6, 3, 106, -8
> Cc1ccc(S(=O)(=O)n2cnc3ccccc32)cc1
 : -1, -1, -4, -1, 16, -3.2, 30, -8, 100, -2
> CC(Sc1nnc(-c2ccco2)o1)C(=O)NCCC1=CCCCC1 (stereo not drawn)
 : 2, -10, -2, 1, -2, 0.3, 1, -5, 124, 1
> CCN(CC)c1ccc(C(=O)Nc2ccccc2)cc1[N+](=O)[O-]
 : -1, -9, 8, 3, -1, 0.1, 30, 2, 74, -2
> C=CCN(CC=C)C(=S)NC(=O)/C=C/c1ccc(C)cc1
 : -4, 13, 0, -2, 11, -2.5, 11, -6, 103, -4
> COc1cccc(/C=C2\NC(=O)NC2=O)c1O
 : 0, 9, 0, -2, 20, -3.4, -10, 1, 88, -5
> C=CCn1c(SCC(=O)N2c3ccccc3Sc3ccccc32)nnc1-c1ccco1
 : -3, -11, -1, 0, 6, -1.3, 16, -2, ., 1
> N#Cc1ccccc1OCC(=O)Nc1c(C(=O)C2CC2)oc2ccccc12
 : 0, -41, -3, 14*, -14, 2.4, -3, -4, 102, 3
> CCc1ccccc1OCCOc1ccc(C)cc1OC
 : -3, -17, -15, 5, -34, 8.0, 8, -7, 117, -7
> O=C(C/C(=N/O)c1ccccc1O)C(F)F
 : 26*, -2, 0, 1, 1, -0.1, 18, 3, 99, -13
> CCOc1ccc(C(=O)Nc2ncccc2Cl)cc1
 : 2, -6, 1, 2, 14, -2.3, -11, -11, 82, -3
